# LDHA block – blocks human lactate dehydrogenase A; P00338; activity change, % (values are at about 110 or 230 µM); purified LDHA, NADH/diaphorase-resazurin fluorescence; stronger effect = lower value; AID 1347041; 480,000 compounds, 0.15% hits; in the data active means activity change below about -30%; inconclusive means mostly about -25% to -30%;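 further: plate controls were DMSO wells for no effect and wells without enzyme for full effect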
#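 Human LDH5 (2 nM) was incubated with 0.06 mM NADH and 0.2 mM pyruvate for 5 min at room temperature in Tris pH 7.4. Remaining NADH was coupled through diaphorase/resazurin, and resorufin fluorescence was read at 0 and 20 min.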
# POLB inh – DNA polymerase beta (human) inhibition | P06746 | Pol beta primer extension/strand displacement, fluorescence kinetic | Potency, µM (titrated, usually from 114 µM), for the others: at the highest dose activity change, negative = inhibition, usual class: inhibitors | 340,000 compounds, 1.3% hits | AID 485314; further: potency means the concentration at half of the fitted maximal effect; on the % scale 0 is the no-effect control and ±100 the full control effect
#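 Homogeneous kinetic assay of primer extension and strand displacement by 10 nM Pol beta, preincubated 15 min at room temperature with compound before 50 nM substrate (final) was added. Read at 0 and 10 min; four-parameter Hill fit.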
# ALOX12 inh – ALOX12 (human) lipoxygenase inhibition. P18054. purified 12hLO, xylenol orange hydroperoxide absorbance. Potency, µM (titrated, usually from 108 µM), for the others: at the highest dose activity change, negative = inhibition, actives largely listed as inhibitors. 580,000 compounds, 1.1% hits; further: potency means the concentration at half of the fitted maximal effect; on the % scale 0 is the no-effect control and ±100 the full control effect
#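 Purified human 12hLO at 150 nM in 25 mM Hepes, 0.01% Triton X-100, pH 7.0, preincubated 15 min at room temperature with compound. Reaction started with 40 uM arachidonic acid, 30 min at room temperature. Hydroperoxide measured by Fe-xylenol orange, 573/405 nm absorbance ratio.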
# POLH inh – blocks human DNA polymerase eta activity. Q9Y253. recombinant Pol eta, fluorescent DNA replication assay. Potency, µM (doses to about 114 µM), without a hit: top-dose activity change, negative = inhibition, most hits filed as inhibitors. 390,000 compounds, 1.2% hits. AID 588591; further: potency means the concentration at half of the fitted maximal effect; on the % scale 0 is the no-effect control and ±100 the full control effect
# Target sequence (Q9Y253 whole entry, looked up): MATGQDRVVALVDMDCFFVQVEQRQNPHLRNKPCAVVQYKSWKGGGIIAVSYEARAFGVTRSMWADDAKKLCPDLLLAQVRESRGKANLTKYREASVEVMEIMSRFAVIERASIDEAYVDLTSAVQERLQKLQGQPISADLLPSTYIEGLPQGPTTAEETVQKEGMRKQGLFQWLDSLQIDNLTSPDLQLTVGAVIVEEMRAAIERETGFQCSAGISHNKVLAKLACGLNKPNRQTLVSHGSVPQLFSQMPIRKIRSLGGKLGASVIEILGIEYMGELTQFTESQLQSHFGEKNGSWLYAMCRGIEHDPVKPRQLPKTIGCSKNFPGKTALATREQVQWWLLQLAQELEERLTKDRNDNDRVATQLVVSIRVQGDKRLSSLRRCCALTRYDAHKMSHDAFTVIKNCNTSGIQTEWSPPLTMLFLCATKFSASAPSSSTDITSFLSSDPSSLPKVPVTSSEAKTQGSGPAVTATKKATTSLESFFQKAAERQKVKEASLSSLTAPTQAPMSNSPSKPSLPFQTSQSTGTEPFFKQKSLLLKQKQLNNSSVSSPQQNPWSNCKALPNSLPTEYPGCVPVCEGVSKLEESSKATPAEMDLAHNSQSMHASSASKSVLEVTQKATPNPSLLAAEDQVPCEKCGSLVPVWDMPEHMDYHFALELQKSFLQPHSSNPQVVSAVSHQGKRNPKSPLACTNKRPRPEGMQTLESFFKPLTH
#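 Pol eta (10 nM) was preincubated with compounds for 15 min at room temperature, after which fluorescent replication substrate (50 nM final) was added to start the reaction. Fluorescence was read kinetically at 0 and 10 min.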
# Apoferritin bind – candidate novel general anesthetic via apoferritin binding | Potency, µM (highest dose often 77.5 µM), for the others: at the highest dose activity change, negative = displacement, hits mostly inhibitors | P02791 | 350,000 compounds, 0.074% hits | apoferritin/1-aminoanthracene competitive binding, fluorescence | AID 485281; further: potency means the concentration at half of the fitted maximal effect; on the % scale 0 is the no-effect control and ±100 the full control effect; nearly all actives have a fitted effect of over 20% in size
#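 10 uM apoferritin + 50% sat. 1-AMA, PBS; cpd 10 min RT; Ex380/Em535 endpoint; normalized to free probe vs complex; 4-param Hill fit; propofol titration as pos. ctrl.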
# APEX1 inh – inhibitors of human APE1 endonuclease; AID 2517; Potency, µM (doses to about 65.8 µM), for inactives: at the highest dose activity change, negative = inhibition, usual class: inhibitors; P27695; recombinant APE1, TAMRA/BHQ-2 abasic DNA cleavage fluorescence; 350,000 compounds, 0.35% hits;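 further: potency means the concentration at half of the fitted maximal effect; plate controls were vehicle for no effect and reference inhibitor for full effect; nearly all actives have a fitted effect of over 55% in size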
# Target sequence (P27695 whole entry, looked up): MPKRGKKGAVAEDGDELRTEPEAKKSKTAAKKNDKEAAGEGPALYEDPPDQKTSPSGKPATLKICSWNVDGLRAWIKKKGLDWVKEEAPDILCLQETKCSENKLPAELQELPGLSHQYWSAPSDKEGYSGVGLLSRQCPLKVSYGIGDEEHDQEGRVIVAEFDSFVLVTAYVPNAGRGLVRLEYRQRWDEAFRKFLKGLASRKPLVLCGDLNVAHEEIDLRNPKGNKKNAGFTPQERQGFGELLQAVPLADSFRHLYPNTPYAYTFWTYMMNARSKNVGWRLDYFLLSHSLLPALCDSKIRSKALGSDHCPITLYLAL
#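 APE1 at 0.75 nM preincubated 15 min at room temperature with compound. Reaction then started with 50 nM double-stranded THF-abasic substrate labelled with TAMRA/BHQ-2, and 525/598 nm fluorescence read kinetically. Activity taken as third-minus-first read difference, normalized to DMSO and NSC13755 controls.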
# POLK inh – DNA polymerase kappa (human) inhibition. Q9UBT6. purified Pol kappa, fluorescent DNA synthesis assay, 10 min. Potency, µM (top dose mostly 107 µM), inactives show top-dose activity, negative = inhibition, most hits filed as inhibitors. 400,000 compounds, 0.53% hits; further: potency means the concentration at half of the fitted maximal effect; on the % scale 0 is the no-effect control and ±100 the full control effect
#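 Pol kappa 10 nM + cpd, 15 min RT; start w/ substrate 50 nM final; fluorescence kinetic read, 0 and 10 min. Neg ctrl: buffer, no enzyme.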
# RGS4 inhibitor – blocks human RGS4-accelerated GTP hydrolysis. P49798. 390,000 compounds, 0.039% hits. Potency, µM (series often up to 114 µM), inactives show at the top dose activity change, negative = inhibition, most hits filed as inhibitors. Transcreener GDP fluorescence polarization, RGS4-accelerated GTP hydrolysis; further: potency means the concentration at half of the fitted maximal effect; on the % scale 0 is the no-effect control and ±100 the full control effect; nearly all actives have a fitted effect of over 75% in size; some results filed as inactive show a strong effect at the top dose
#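 MLSMR compounds (23 nl, pin-transferred) preincubated 10 min at room temperature with a 500nM (2x) first reagent, then RGS4 at 900nM (2x) plus Transcreener GDP mix added; fluorescence polarization (620/688 nm) read before and after 90 min at 30 °C.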
# ERG-DNA inh – inhibitors of human ERG Ets domain-DNA interaction. P11308. fluorescence polarization, His-ERG Ets domain / labelled DNA. Potency, µM (series often up to 76.9 µM), inactives show at the top dose FP activity, negative = inhibition, most hits filed as inhibitors. 370,000 compounds, 0.028% hits; active means well fitted inhibition curve with a large enough effect in the polarisation, with a control signal flat; inconclusive means small, poorly fitted or top-dose-only effect, or effect the other way, or a change in a side signal; inactive means no such curve, though single readings can be large or run the other way; the % refers to the polarisation;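 further: polarization taken with two DNA probes labelled with fluorescein and Texas red; potency means the concentration at half of the fitted maximal effect; % of control where 0% means no effect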
#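 His-tagged ERG Ets domain (1 uM in the protein solution; 300mM KCl, 50mM Tris-HCl, 1mM EDTA, 1mM DTT, pH 7.5) received compound, then a probe mix of 5 nM fluorescein-DNA and 100nM Texas-615-DNA. Fluorescence polarization was read for both dyes.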
# Starred values were filed as active, the others as inactive; ? = inconclusive; / = no result given; [ ] = remark or other dose. Unless noted, the call rests on the fitted dose curve; in most records, active means well fitted curve in the direction sought with a large enough effect; inconclusive means small, poorly fitted or top-dose-only effect, or another doubt; inactive means no such curve, though single readings can be large; an effect the other way counts as inactive or inconclusive. A portion of the library (hit frequency here may not be typical).
canonical_smiles,LDHA block,POLB inh,ALOX12 inh,POLH inh,Apoferritin bind,APEX1 inh,POLK inh,RGS4 inhibitor,ERG-DNA inh
CCOC(=O)N1CCC2(O)CCCCC2C1c1ccc(F)cc1 (centres undefined),-6,3%,0%,-15%,-9%,-1%,-6%,8%,-7%
O=S(=O)(Nc1nc2ccccc2nc1NCc1ccco1)c1ccc(Cl)cc1,-6,?,7%,?,-2%,?,-4%,-8%,-1%
Cc1ccc2c(c1)NC(c1cccnc1)=NC(c1ccc(F)cc1)=N2,-7,5%,4%,/,7%,/,-17%,3%,0%
Cc1ccccc1CN1CCN(C(=O)CC(C)C)CC1,-10,-10%,?,-14%,-1%,5%,10%,2%,-5%
Cc1ccc(S(=O)(=O)NCC(c2ccccc2)N2CCN(CCC#N)CC2)cc1 (centres undefined),-2,2%,-10%,-8%,-15%,0%,5%,0%,1%
COc1ccc(C)cc1NC(=O)COC(=O)C1COc2ccccc2O1 (centres undefined),-6,/,195%[activator],-3%,/,18%,0%,16%,-4%
CCCCCN(C(=O)COC(=O)c1ccc(C)cc1)c1c(N)n(CCCC)c(=O)[nH]c1=O,-6,/,1%,5%,/,-13%,-14%,9%,5%
O=c1[nH]cnc2c1N=C(c1cccc([N+](=O)[O-])c1)CC(c1ccccc1)N2 (centres undefined),-3,-9%,?,-4%,-23%,5%,-20%,-7%,-6%
Cc1ccccc1CNC(=O)c1ccc(-n2c(C)cc3c2CCCC3)cc1,-3,-2%,-18%,-1%,39%[activator],/,0%,-9%,1%
NC(=O)c1ncn([C@@H]2O[C@H](CNCc3ccccc3C#Cc3ccccc3)[C@@H](O)[C@H]2O)n1,3,/,?,-16%,/,/,-2%,11%,-12%
CCN(CC)CCNC(=O)Cn1ncc2c([nH]c3ccccc32)c1=O,-3,48%,?,-3%,1%,/,-2%,8%,-27%
NS(=O)(=O)c1cccc(NC(=O)CC23CC4CC(CC(Br)(C4)C2)C3)c1,-5,21%,-23%,-5%,-20%,41%,2%,3%,-3%
CCN1CCN(CCNC(=O)c2ccc3c(c2)N(Cc2cccc(Cl)c2)C(=O)c2ccccc2S3=O)CC1 (centres undefined),-4,5%,-21%,4%,-14%,12%,-5%,1%,-12%
CC1CC(C)CN(CCOc2cccc(Cl)c2Cl)C1 (centres undefined),-12,14%,-17%,-14%,4%,-4%,-6%,10%,-1%
Cn1c(-c2ccccc2)c[n+]2c1CCCCC2,-1,3%,1%,7%,-3%,-1%,-16%,12%,-2%
CN(C)c1nc(N)nc(CSc2ccccn2)n1,-5,0%,?,0%,-11%,?,-2%,-8%,-2%
O=C(NCCc1ccc(Cl)cc1)Nc1ccc(F)cc1,-14,-1%,-6%,-10%,-6%,1%,-3%,?,12%
Cc1ccc(NC(=O)CSC(C)c2nc3ccccc3c(=O)[nH]2)cc1 (centres undefined),-10,-3%,34%[activator],4%,-3%,10%,-5%,-12%,-15%
COc1ccc(C(=O)Nc2ccc3c(c2)N(C2CCCC2)C(=O)c2ccccc2S3)cc1OC,2,-11%,-21%,-3%,-1%,/,-12%[60.1 µM],-32%,6%
COc1ccc(CNC(=O)C(C)NCc2ccc(S(N)(=O)=O)cc2)cc1 (centres undefined),-13,17%,-10%,-9%,0%,27%[12.4 µM],-3%,12%,-5%
O=C(NCC1CCCO1)c1ccc(OC2CCN(C(=O)C3CC3)CC2)cc1 (centres undefined),2,24%,12%,-12%,-5%,-3%,4%,14%,7%
COCCOC(=O)c1c(C)nc(SCC(=O)Nc2ccc(OC)cc2)c(C#N)c1-c1ccco1,1,4%,56%[activator],?,?,-10%,-15%,2%[11.4 µM],-10%
Nc1[nH]c(=S)nc2nc(-c3ccccc3)c(-c3ccccc3)nc12,-9,22µM*,?,?,-17%,1%,-13%,-42%,1%
CNc1nc(N)nc(OC(C(F)(F)F)C(F)(F)F)n1,0,3%,12%,0%,-18%,-2%,0%,5%,-3%
CCN(CC(=O)Nc1cccc(C(C)=O)c1)S(=O)(=O)c1ccccc1,-2,17%,16%,-5%,-5%,-4%,-9%,2%,-9%
CCNC(=O)NC(=O)C(C)OC(=O)[C@H](C)NS(=O)(=O)c1c(C)c(C)cc(C)c1C (some centres undefined),-3,32%,0%,-2%,-10%,-3%,4%,-9%,-3%
Cc1ccc(NC(=O)CSc2nnc([C@H](C)NC(=O)OC(C)(C)C)o2)c(C)c1,-8,?,?,5%,-7%,4%,-9%,11%,4%
CC1CN(Cc2ccccc2)C(=O)NC1=O (centres undefined),-5,/,16%,-10%,/,/,-12%,19%,-5%
CCC(C)N(C)Cc1cccc(C2(O)CCN(S(=O)(=O)c3ccc(F)cc3)CC2)c1 (centres undefined),5,9%,13%,-8%,-19%,-2%,-7%,3%,-4%
C[C@]12c3[nH]c4ccc(Cl)cc4c3CCN1C(=O)[C@@H](CC(=O)NCC13CC4CC(CC(C4)C1)C3)C[C@@H]2C(=O)N1CCOCC1,3,/,-54%,-9%,/,-14%,-16%,20%,-1%
O=c1cc(-c2ccc(O)cc2)oc2c([C@@H]3O[C@H](CO)[C@@H](O)[C@H](O)[C@H]3O)c(O)c([C@@H]3O[C@H](CO)[C@@H](O)[C@H](O)[C@H]3O)c(O)c12,7,-29%,?,-8%,-3%,?,-19%,4%,-10%
CC(=O)N/C(=C\c1ccccc1)C(=O)OCC(=O)N(C)C1CCS(=O)(=O)C1 (centres undefined),-9,/,286%[activator],-11%,/,14%,-2%,-17%,-6%
Cc1nc2ccc(-c3nc4ccc(N)cc4[nH]3)cc2[nH]1,-1,13µM*,-3%,?,106%[activator],?,50µM*,-13%,?
Cc1ccccc1C(=O)NC1CC2CCCC(C1)N2Cc1ccccc1 (centres undefined),-11,0%,-2%,1%,4%,14%,-9%,1%,-6%
COc1ccc(C(=O)NNC(=O)c2cccc(S(=O)(=O)N3CCOCC3)c2)cc1,-5,/,5%,-14%,/,10%,3%,-10%,-3%
N#Cc1c(NCCN)nc(-c2ccco2)c2c1CCCC2,-8,56µM*,-13%,-14%,4%,-8%,-9%,-10%,-5%
CC1(C)COC(c2cccn2Cc2ccccc2Cl)=N1,1,33%,-8%,-1%,-19%,-8%,-21%,26%,-3%
Cc1ccc(C)c(CSc2cn(CC(=O)N3CCCC3)c3ccccc23)c1,11,-6%,-15%,-12%,4%,/,-9%,-41%,-3%
Cc1ccc(Cn2nc(C)cc2C(=O)Nc2ccc(Cl)cc2)cc1,2,20%,5%,-15%,-17%,?,-4%,-6%,15%
CCCCCc1nc2c(=O)n(C)c3ccccc3c2o1,-5,31%,5%,-9%,-23%,20%,-16%,8%[56.9 µM],-7%
O=C(Nc1ccc(F)c(Cl)c1)c1ccc2c(=O)n3c(nc2c1)CCCCC3,-4,2%,0%,-14%,?,-5%,-9%,-10%,2%
COc1ccc(CNC(=O)C2CCN(S(=O)(=O)N3CCCCC3)CC2)cc1,0,-19%,2%,-1%,4%,-7%,-7%,-11%[56.9 µM],-9%
CN1CCN(C(=O)CN(c2cccc(Br)c2)S(=O)(=O)c2ccccc2)CC1,-8,21%,2%,8%,-3%,10%,-1%,14%,4%
Cc1ccc(S(=O)(=O)N(c2ccc(Br)cc2)C2C=CS(=O)(=O)C2)cc1 (centres undefined),-6,0%,-2%,-8%,-23%,-1%,5%,1%,10%
Cn1cc(S(=O)(=O)N2CCCCC2)cc1C(=O)N1CCN(c2ccccc2F)CC1,-10,0%,-3%,-20%,-6%,/,-10%[60.1 µM],1%,2%
CCOC(=O)C1CCN(C(=O)CN(c2ccc(OC)cc2)S(=O)(=O)c2c(C)noc2C)CC1,-7,19%,9%,-16%,-7%,0%,-6%,1%,2%
COc1ccc(NCC(=O)n2c(C)c(C)c3ccccc32)cc1OC,4,2%,?,-15%,-1%,4%,5%,-39%,-6%
O=C(COC(=O)c1ccc(O)cc1O)c1ccc2c(c1)OCO2,3,11%,15%,-18%,?,43%,-7%,-41%,-4%
COC(=O)Cn1nc(C)c2ccccc2c1=O,-16,24%,0%,-12%,-2%,2%,-12%,-31%,-2%
CCOC(=O)Cn1c2c(c(-c3ccccc3OC)cc1=O)CCCC2,-1,0%,18%,-8%,-9%,-6%,-3%,3%,-1%
Cc1ccc(C)c(N2CCN(CCCNC(=O)C3COc4ccccc4C3)CC2)c1 (centres undefined),-2,28%,-12%,-10%,-10%,/,-4%[60.1 µM],11%,-2%
Cc1cc(C)c(S(=O)(=O)n2nc(C)c(Br)c2C)c(C)c1,-13,-14%,?,-6%,-7%,3%,-9%,-1%,1%
COc1ccc(C(=O)CSc2nnnn2Cc2ccccc2)cc1,-7,-30%,-27%,-3%,-24%,-3%,-4%,3%,4%

# Source: PubChem BioAssay (National Center for Advancing Translational Sciences (NCATS))
